From PubChem BioAssay
LRH-1 inv ag: inverse agonists of human LRH-1 (NR5A2) | HEK293T StAR-luciferase reporter, LRH-1 transfected, 24 h | inhibition, % at 3.6 µM | 0.13% of 360,000 active;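 active means inhibition above the mean inhibition of all tested compounds plus 3 SD, cut at about 73% in these data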;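 further: 0% = DMSO wells and 100% = reporter-only cells lacking LRH-1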
COUP-TFII inh: inhibitors of human COUP-TFII (NR2F2); inhibition, % at 8.6 µM; HEK293T NGFI-A luciferase reporter, luminescence; AID 686940; P24468; 0.7% of 370,000 active;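 active means inhibition above a per-plate cutoff, mean inhibition of test wells between control levels plus 3 SD, cut at about 38% in these data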;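 further: cells cotransfected with COUP-TFII expression vector driving the NGFI-A reporter; 0% = median of COUP-TF2 test wells and 100% = reporter-only cells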
LMP1 NFkB inh: Epstein-Barr LMP1 NF-kappaB reporter inhibition; LMP1-induced NF-kappaB luciferase reporter cells, luminescence; inhibition, % at 12.5 µM; 0.69% of 350,000 active; AID 504558; in the data active means inhibition above about 41%;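 further: 0% = neutral control wells and 100% = reference inhibitor control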
TLR9-MyD88 block: inhibitors of human TLR9-MyD88 binding | Q9NR96+Q99836 | CHO BLA complementation TLR9-MyD88, CCF4 FRET ratio | inhibition, % at 4.98 µM | 0.21% of 340,000 active;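 active means inhibition above the mean over all tested compounds plus 3 SD, cut at about 21% in these data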;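 further: 0% = DMSO only wells and 100% = clavulanate BLA inhibitor control wells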
Target sequence (Q99836 whole entry, looked up): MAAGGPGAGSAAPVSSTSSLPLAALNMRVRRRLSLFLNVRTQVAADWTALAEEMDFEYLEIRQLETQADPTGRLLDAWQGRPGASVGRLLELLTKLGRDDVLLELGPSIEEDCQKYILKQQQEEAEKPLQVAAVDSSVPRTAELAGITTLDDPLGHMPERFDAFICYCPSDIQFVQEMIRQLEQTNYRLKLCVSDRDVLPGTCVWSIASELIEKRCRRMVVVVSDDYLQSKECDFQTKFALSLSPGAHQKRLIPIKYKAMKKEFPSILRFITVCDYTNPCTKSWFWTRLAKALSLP
Target sequence (Q9NR96 whole entry, looked up): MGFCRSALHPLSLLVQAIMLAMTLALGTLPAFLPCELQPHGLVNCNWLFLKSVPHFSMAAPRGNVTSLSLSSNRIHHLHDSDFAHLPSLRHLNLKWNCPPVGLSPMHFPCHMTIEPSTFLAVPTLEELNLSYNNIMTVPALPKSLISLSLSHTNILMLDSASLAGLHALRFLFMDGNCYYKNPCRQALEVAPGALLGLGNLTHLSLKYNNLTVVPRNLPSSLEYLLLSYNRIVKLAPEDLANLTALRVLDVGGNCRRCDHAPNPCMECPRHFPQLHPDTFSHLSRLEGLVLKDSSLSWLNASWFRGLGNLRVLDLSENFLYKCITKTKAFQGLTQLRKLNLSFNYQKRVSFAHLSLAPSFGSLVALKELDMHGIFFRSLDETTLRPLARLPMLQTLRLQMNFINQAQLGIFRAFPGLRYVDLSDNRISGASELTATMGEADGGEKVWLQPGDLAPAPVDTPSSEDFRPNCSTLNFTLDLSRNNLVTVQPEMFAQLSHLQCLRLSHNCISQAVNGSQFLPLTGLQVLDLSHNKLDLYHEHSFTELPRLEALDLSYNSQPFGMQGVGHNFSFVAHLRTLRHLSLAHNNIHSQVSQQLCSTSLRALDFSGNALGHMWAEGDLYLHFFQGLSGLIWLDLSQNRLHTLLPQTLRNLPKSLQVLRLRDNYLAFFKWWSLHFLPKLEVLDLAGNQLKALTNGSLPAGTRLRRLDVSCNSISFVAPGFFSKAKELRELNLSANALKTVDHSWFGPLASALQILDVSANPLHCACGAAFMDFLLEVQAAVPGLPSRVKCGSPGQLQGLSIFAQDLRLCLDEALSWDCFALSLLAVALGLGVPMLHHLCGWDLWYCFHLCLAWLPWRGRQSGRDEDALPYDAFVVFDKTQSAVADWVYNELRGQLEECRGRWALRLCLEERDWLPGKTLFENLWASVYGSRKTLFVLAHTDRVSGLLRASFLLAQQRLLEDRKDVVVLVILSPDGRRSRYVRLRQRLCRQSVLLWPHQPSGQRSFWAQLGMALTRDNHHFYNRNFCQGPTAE
SRC1 inh: human NCOA1 inhibition | HEK293 GAL4-SRC1 luciferase reporter, luminescence | Q15788 | AID 588354 | inhibition, % at 3.6 µM | 0.12% of 360,000 active;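 active means inhibition above the campaign mean plus 3 SD, with each screening campaign given its own cutoff, cut at about 60% in these data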;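 further: 0% = DMSO treated cells and 100% = gossypol at 36 µM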
NCOA2 inhibitor: inhibits human steroid receptor coactivator 2. inhibition, % at 9 µM. 0.17% of 370,000 active. Q15596. HEK293 GAL4-SRC2 luciferase reporter, luminescence;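 active means inhibition above the mean inhibition of all tested compounds plus 3 SD, set per campaign, cut at about 52% in these data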;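 further: 0% = DMSO treated cells and 100% = cells given Gossypol at 36 µM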
TWEAK Fn14 block: inhibitors of TWEAK-Fn14 interaction signaling. 2% of 360,000 active. TWEAK-stimulated Fn14 reporter cells, luciferase luminescence, 8 h. AID 1159606. inhibition, % at 10 µM; in the data active means inhibition above about 50%
TROY NFkB inh: inhibitors of TROY-dependent NF-kB signaling; AID 1347056; inhibition, % at 10 µM; Q293 LMP1-TROYcd NF-kB luciferase reporter, 4 h; 0.98% of 360,000 active;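 active means compounds whose plate-normalised and pattern-corrected inhibition of the luciferase reporter signal at the single screening dose is 50% or more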
TRAIL sens C8: caspase-8 TRAIL sensitization; NB7+C8 cells + TRAIL, ATPlite viability luminescence; inhibition (viability loss, TRAIL sensitization), % at 10 µM; 1% of 360,000 active;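 active means compounds causing at least 50% loss of cell viability in the single-dose screen, relative to plate controls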
SRC3 inh: human NCOA3 inhibition | Q9Y6Q9 | HEK293 GAL4-SRC3 luciferase reporter, luminescence | inhibition, % at 3.6 µM | 0.17% of 360,000 active | AID 588352;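 active means inhibition above a per-campaign cutoff, the mean of all compounds plus 3 SD, cut at about 60% in these data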;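 further: 0% = DMSO-treated cells and 100% = gossypol-treated cells at 36 µM; higher means less SRC3-driven luciferase light from the GAL4 reporter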
NOD2-RIPK2 inh: inhibitors of human NOD2-RIPK2 interaction; CHO BLA complementation NOD2-RIPK2, CCF4 ratio; O43353; AID 624267; 0.38% of 360,000 active; inhibition, % at 4.98 µM; in the data active means inhibition above about 21%;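 further: 0% = vehicle only and 100% = reference blocker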
Numbers without * were called inactive.

Screening C=Cc1ccc(COC(=O)c2cn(CC)c3nc(C)ccc3c2=O)cc1 returned LRH-1 inv ag 9, COUP-TFII inh 16, LMP1 NFkB inh 4, TLR9-MyD88 block 6, SRC1 inh -3, NCOA2 inhibitor -6, TWEAK Fn14 block -13, TROY NFkB inh 0, TRAIL sens C8 6, SRC3 inh 7 and NOD2-RIPK2 inh -1.
Screening CCOCCCNC(=O)CN1CCN(S(=O)(=O)c2ccc3c(c2)CCC3)CC1 returned LRH-1 inv ag 7, COUP-TFII inh -4, LMP1 NFkB inh 3, TLR9-MyD88 block 0, SRC1 inh -11, NCOA2 inhibitor 3, TWEAK Fn14 block 6, TROY NFkB inh -4, TRAIL sens C8 -15, SRC3 inh 9 and NOD2-RIPK2 inh -11.
Screening CN(Cc1ccccc1)C(=O)Nc1ccccc1 returned LRH-1 inv ag 26, COUP-TFII inh -13, LMP1 NFkB inh -13, TLR9-MyD88 block -5, SRC1 inh 0, NCOA2 inhibitor 1, TWEAK Fn14 block -10, TROY NFkB inh 2, TRAIL sens C8 -15, SRC3 inh 10 and NOD2-RIPK2 inh 4.
For Cc1cc(S(=O)(=O)NCCCN2CCOCC2)ccc1F the results were LRH-1 inv ag -6, COUP-TFII inh -1, LMP1 NFkB inh -9, TLR9-MyD88 block 0, SRC1 inh 4, NCOA2 inhibitor 18, TWEAK Fn14 block -1, TROY NFkB inh -8, TRAIL sens C8 6, SRC3 inh 7 and NOD2-RIPK2 inh -2.
`COc1ccc(NC(=O)c2sc3nc(N4CCOCC4)c4c(c3c2N)CCCC4)cc1` gave LRH-1 inv ag 8, LMP1 NFkB inh -4, TLR9-MyD88 block 5, SRC1 inh 3, TWEAK Fn14 block 3, TROY NFkB inh 6, TRAIL sens C8 -6, SRC3 inh -4 and NOD2-RIPK2 inh 0.
Screening CCC(C)[C@H]1CNC(=O)C(=O)N1CCCc1cc(OC)c(OC)c(OC)c1 (stereo partly specified) returned LRH-1 inv ag 7, COUP-TFII inh -5, LMP1 NFkB inh 3, TLR9-MyD88 block -7, SRC1 inh -34, NCOA2 inhibitor 20, TWEAK Fn14 block 4, TROY NFkB inh 4, TRAIL sens C8 -6, SRC3 inh 0 and NOD2-RIPK2 inh -7.
`Cc1ccc(C(=O)NCC(=O)OCCCn2c(=O)[nH]c3ccccc32)cc1` gave LRH-1 inv ag 0, COUP-TFII inh 6, LMP1 NFkB inh 2, TLR9-MyD88 block 3, SRC1 inh -3, NCOA2 inhibitor -33, TWEAK Fn14 block 0, TROY NFkB inh -3, TRAIL sens C8 14, SRC3 inh -1 and NOD2-RIPK2 inh -5.
CC(=O)c1ccc(OCC(C)C)c(Cc2c(O)nc(N)[nH]c2=O)c1 was read as LRH-1 inv ag 1, COUP-TFII inh -2, LMP1 NFkB inh 6, TLR9-MyD88 block -3, SRC1 inh 6, NCOA2 inhibitor -6, TWEAK Fn14 block 29, TROY NFkB inh 13, TRAIL sens C8 1, SRC3 inh 16 and NOD2-RIPK2 inh -12.
`Cc1cc2nc(-c3cccc(Br)c3)c(Cc3cccc(Cl)c3)n2c(C)c1Br` gave LRH-1 inv ag -6, COUP-TFII inh 5, NCOA2 inhibitor 3, TWEAK Fn14 block 21, TROY NFkB inh 6, TRAIL sens C8 2 and NOD2-RIPK2 inh -11.
Screening CCOC(=O)c1cnc2sccn2c1=O returned LRH-1 inv ag 1, COUP-TFII inh 4, LMP1 NFkB inh -5, TLR9-MyD88 block 5, SRC1 inh 3, NCOA2 inhibitor 3, TWEAK Fn14 block -15, TROY NFkB inh -3, TRAIL sens C8 0, SRC3 inh 12 and NOD2-RIPK2 inh -3.
COc1ccc(-c2nnc(NC(=O)c3ccc(S(=O)(=O)N4CCc5ccccc5C4)cc3)o2)cc1 was read as LRH-1 inv ag -5, LMP1 NFkB inh 27, TLR9-MyD88 block 0, SRC1 inh -79, TWEAK Fn14 block -20, TROY NFkB inh 27, TRAIL sens C8 20, SRC3 inh 12 and NOD2-RIPK2 inh -5.
Screening CCOC(=O)C1CCCN(C(=O)Nc2cccc(Cl)c2)C1 (stereo unspecified) returned LRH-1 inv ag 2, COUP-TFII inh 12, LMP1 NFkB inh -23, TLR9-MyD88 block 1, SRC1 inh -10, NCOA2 inhibitor -7, TWEAK Fn14 block -2, TROY NFkB inh -24, TRAIL sens C8 -1, SRC3 inh -19 and NOD2-RIPK2 inh -12.
`N#Cc1ncc(-c2ccc3c(c2)OCCOCCOCCOCCO3)nc1C#N` gave LRH-1 inv ag 11, COUP-TFII inh -6, LMP1 NFkB inh -33, TLR9-MyD88 block 8, SRC1 inh -47, NCOA2 inhibitor -5, TWEAK Fn14 block 15, TROY NFkB inh 9, TRAIL sens C8 8, SRC3 inh 17 and NOD2-RIPK2 inh -2.
For NNC(=S)Nc1c(F)cc(F)cc1Br the results were LRH-1 inv ag 20, COUP-TFII inh -6, LMP1 NFkB inh 5, TLR9-MyD88 block -7, SRC1 inh -12, NCOA2 inhibitor 9, TWEAK Fn14 block -4, TROY NFkB inh 7, TRAIL sens C8 -22, SRC3 inh 15 and NOD2-RIPK2 inh -4.
`COc1cccc(-c2nn(-c3ccc(C)cc3)cc2C(=O)NCC(c2cccs2)N2CCOCC2)c1` (stereo unspecified) gave LRH-1 inv ag -11, COUP-TFII inh 4, LMP1 NFkB inh 4, TLR9-MyD88 block -4, SRC1 inh -1, NCOA2 inhibitor -13, TWEAK Fn14 block 3, TROY NFkB inh 5, TRAIL sens C8 10, SRC3 inh -10 and NOD2-RIPK2 inh -19.
For COc1ccc2c(c1)c(=O)oc1c(C)c(OC(C)C(=O)N[C@@H](Cc3c[nH]c4ccc(O)cc34)C(=O)O)ccc12 (stereo partly specified) the results were LRH-1 inv ag 0, COUP-TFII inh 16, LMP1 NFkB inh 1, TLR9-MyD88 block 6, SRC1 inh -11, NCOA2 inhibitor -15, TWEAK Fn14 block 10, TROY NFkB inh -30, TRAIL sens C8 -12, SRC3 inh -5 and NOD2-RIPK2 inh 6.
COc1ccc(Nc2c(C)cccc2C)cc1 was read as LRH-1 inv ag 11, COUP-TFII inh 21, LMP1 NFkB inh -9, TLR9-MyD88 block -9, SRC1 inh -3, NCOA2 inhibitor -19, TWEAK Fn14 block -9, TROY NFkB inh -12, TRAIL sens C8 -4, SRC3 inh -3 and NOD2-RIPK2 inh -4.
O=C(O)CN1C(=O)Nc2ccc(Br)cc2C1c1ccccc1 (stereo unspecified) was read as LRH-1 inv ag 8, COUP-TFII inh -4, LMP1 NFkB inh 6, TLR9-MyD88 block -3, SRC1 inh 8, NCOA2 inhibitor -19, TWEAK Fn14 block 6, TROY NFkB inh 16, TRAIL sens C8 1, SRC3 inh -14 and NOD2-RIPK2 inh -2.
CC(/C=C/c1ccccc1)=N\NC(N)=S was read as LRH-1 inv ag 18, COUP-TFII inh 11, LMP1 NFkB inh -2, TLR9-MyD88 block 1, SRC1 inh -2, NCOA2 inhibitor 9, TWEAK Fn14 block -42, TROY NFkB inh -9, TRAIL sens C8 -14, SRC3 inh -11 and NOD2-RIPK2 inh 4.
For COC(=O)COC(=O)c1ccc(O)cc1 the results were LRH-1 inv ag -3, COUP-TFII inh 3, LMP1 NFkB inh 6, TLR9-MyD88 block -5, SRC1 inh 8, NCOA2 inhibitor 7, TWEAK Fn14 block 5, TROY NFkB inh -14, TRAIL sens C8 -5, SRC3 inh 9 and NOD2-RIPK2 inh 5.
For O=C(Nc1ccc(NC(=O)c2ccccc2Br)cc1)c1ccccc1 the results were LRH-1 inv ag -22, COUP-TFII inh 14, LMP1 NFkB inh -9, TLR9-MyD88 block 5, SRC1 inh -17, NCOA2 inhibitor -28, TWEAK Fn14 block -1, TROY NFkB inh -18, TRAIL sens C8 -5, SRC3 inh -26 and NOD2-RIPK2 inh 0.
`O=C(COc1ccccc1Br)N1CCNC1=O` gave LRH-1 inv ag -38, COUP-TFII inh -14, LMP1 NFkB inh -4, TLR9-MyD88 block -3, SRC1 inh 6, NCOA2 inhibitor 11, TWEAK Fn14 block 22, TROY NFkB inh 10, TRAIL sens C8 5, SRC3 inh -8 and NOD2-RIPK2 inh -12.

A draw from above in order of heavy-atom count, high to low.
`COc1cccc(-c2nn(-c3ccc(C)cc3)cc2C(=O)NCC(c2cccs2)N2CCOCC2)c1` (stereo unspecified) gave LRH-1 inv ag -11, COUP-TFII inh 4, LMP1 NFkB inh 4, TLR9-MyD88 block -4, SRC1 inh -1, NCOA2 inhibitor -13, TWEAK Fn14 block 3, TROY NFkB inh 5, TRAIL sens C8 10, SRC3 inh -10 and NOD2-RIPK2 inh -19.
COc1ccc(-c2nnc(NC(=O)c3ccc(S(=O)(=O)N4CCc5ccccc5C4)cc3)o2)cc1 was read as LRH-1 inv ag -5, LMP1 NFkB inh 27, TLR9-MyD88 block 0, SRC1 inh -79, TWEAK Fn14 block -20, TROY NFkB inh 27, TRAIL sens C8 20, SRC3 inh 12 and NOD2-RIPK2 inh -5.
`N#Cc1ncc(-c2ccc3c(c2)OCCOCCOCCOCCO3)nc1C#N` gave LRH-1 inv ag 11, COUP-TFII inh -6, LMP1 NFkB inh -33, TLR9-MyD88 block 8, SRC1 inh -47, NCOA2 inhibitor -5, TWEAK Fn14 block 15, TROY NFkB inh 9, TRAIL sens C8 8, SRC3 inh 17 and NOD2-RIPK2 inh -2.
For O=C(Nc1ccc(NC(=O)c2ccccc2Br)cc1)c1ccccc1 the results were LRH-1 inv ag -22, COUP-TFII inh 14, LMP1 NFkB inh -9, TLR9-MyD88 block 5, SRC1 inh -17, NCOA2 inhibitor -28, TWEAK Fn14 block -1, TROY NFkB inh -18, TRAIL sens C8 -5, SRC3 inh -26 and NOD2-RIPK2 inh 0.
Screening CCOC(=O)C1CCCN(C(=O)Nc2cccc(Cl)c2)C1 (stereo unspecified) returned LRH-1 inv ag 2, COUP-TFII inh 12, LMP1 NFkB inh -23, TLR9-MyD88 block 1, SRC1 inh -10, NCOA2 inhibitor -7, TWEAK Fn14 block -2, TROY NFkB inh -24, TRAIL sens C8 -1, SRC3 inh -19 and NOD2-RIPK2 inh -12.
`O=C(COc1ccccc1Br)N1CCNC1=O` gave LRH-1 inv ag -38, COUP-TFII inh -14, LMP1 NFkB inh -4, TLR9-MyD88 block -3, SRC1 inh 6, NCOA2 inhibitor 11, TWEAK Fn14 block 22, TROY NFkB inh 10, TRAIL sens C8 5, SRC3 inh -8 and NOD2-RIPK2 inh -12.
For COC(=O)COC(=O)c1ccc(O)cc1 the results were LRH-1 inv ag -3, COUP-TFII inh 3, LMP1 NFkB inh 6, TLR9-MyD88 block -5, SRC1 inh 8, NCOA2 inhibitor 7, TWEAK Fn14 block 5, TROY NFkB inh -14, TRAIL sens C8 -5, SRC3 inh 9 and NOD2-RIPK2 inh 5.

A portion of the library; the hit share may differ from the screen's.
